sdo1 growth – growth rescue of sdo1-depleted yeast, primary screen, S. cerevisiae, bone marrow failure model; 0.21% of 140,000 active; S. cerevisiae sdo1-depleted JHY4D growth rescue, OD600 30 h; hits give high values; pdr5 snq2 efflux-pump mutant strain; z-score at 10 µM; AID 817, 2007;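 active = z-score above 3 at both the 24 hr and the 30 hr optical density reads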;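 note: z-score against mean and SD of all compound wells on the same plate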
INS promoter inh – inhibitors of insulin promoter-driven GFP, primary screen, imaging, TRM-6 cells (human fetal islet line), eGFP reporter, cell count. reporter expression induced with tamoxifen. 0.9% of 130,000 active. AID 1273, 2008. inhibition, % at 2 µM;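 active = inhibition above the mean plus 3 SD, with well images judged a real hit on visual review, cut at about 60% in these data, passing the limit was not always enough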
sdo1 growth Rescue 24 h – further read-out of sdo1 growth, marked with its call; z-score; S. cerevisiae sdo1-depleted JHY4D growth rescue, OD600; measured here: growth rescue at 24 h;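 0 is the plate mean of compound wells and units are plate SD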
* hit, by the source's call; nt = not tested or not shown. An excerpt. The share of hits here may be higher or lower than overall.

Each structure is followed by: INS promoter inh, sdo1 growth, sdo1 growth Rescue 24 h
- O=C(O)c1cc(-c2ccc(/C=N/NC(=S)Nc3ccccc3)o2)ccc1Cl
→ -9, nt, nt
- CCN1/C(=C2\SC(=S)N(Cc3ccccc3)C2=O)Sc2ccccc21
→ nt, -0.38, 0.12
- CC1(C)C2CCC1(CS(=O)(=O)NCc1ccc(C(=O)O)cc1)C(=O)C2 (stereo not given)
→ 28, 0.31, 0.27
- COC(=O)CN(c1ccc(C(C)C)cc1)S(=O)(=O)c1c(C)[nH]c(=O)[nH]c1=O
→ nt, 0.88, 0.44
- C=CCn1c(=NC(=O)CC)n(C)c2ccccc21
→ -67, 0.94, -0.11
- COc1ccc(NC(=O)CCN2C(=O)c3ccccc3S2(=O)=O)c(OC)c1
→ 20, nt, nt
- CC1(C)C(=O)OC(c2ccccc2)C2(CCCC2)C1=O (stereo not given)
→ -66, 3.2*, 3.2*
- CCOC(=O)C1=NN(c2ccccc2C)C2=NC(C)=C(C(=O)OC)C(c3cccc(OC)c3)N12 (stereo not given)
→ nt, -0.86, -0.63
- COc1ccc(CNc2nc(S(=O)(=O)c3ccccc3)c(Cl)s2)cc1OC
→ -16, 0.42, -0.44
- CCN(CC)CCCN1C(=O)C(=O)/C(=C(/O)c2cnn(-c3ccccc3)c2C)C1c1ccncc1 (stereo not given)
→ 35, nt, nt
- S=C(NCc1ccccn1)Nc1ccc(Cl)cc1Cl
→ -17, 0.84, 0.65
- N#Cc1ccc(C(=O)N2CCN(S(=O)(=O)c3ccc(Br)s3)CC2)cc1
→ -36, nt, nt
- COC(=O)c1ccccc1NC1OC(=O)c2ccccc21 (stereo not given)
→ -14, -0.76, -1.1
- O=C1CCC(=O)N1c1ccc(-c2nc3ccccc3s2)cc1
→ -16, nt, nt
- COc1ccc(NC(=S)N2CCOCC2)c(OC)c1
→ 38, 0.2, -1
- O=C(NCc1cccs1)c1cc(-c2ccccc2)on1
→ -59, -0.32, 0.35
- CNc1ccc(Br)cc(C(=O)/C=C/c2ccc3c(c2)OCO3)c1=O
→ -25, -0.77, -0.83
- CSc1ncccc1C(=O)OCc1ccc(COC(=O)c2cccnc2SC)cc1
→ nt, 0.35, 0.34
- CC(=O)Cc1ccccc1OC(=O)c1ccco1
→ nt, 0.64, 1.1
- CN(C)c1ccc(C=Nc2ccc(N(C)C)cc2)cc1
→ -377, 0.8, 0.56
- CCSc1nnc(NC(=O)C2CCCCC2)s1
→ -261, -0.12, -0.12
- COc1ccc(CNC(=O)C2CCN(C(=O)[C@@H](CC(C)C)NC(=O)OC(C)(C)C)CC2)cc1
→ 31, -0.42, -0.27
- Cc1ccccc1Nc1nc(N)nc(CN(C)Cc2ccccc2Cl)n1
→ 0, -0.36, -0.35
- Cc1cnc(NC(=O)CSc2ccc(Cl)cc2)s1
→ -3, -0.49, -0.77
- O=C(NCCNCc1ccccn1)c1ccco1
→ 37, nt, nt
- CC(C)(C)NC(=O)CSc1nncn1-c1ccccc1
→ nt, 0.1, -0.1
- CCNC(=O)NC(=O)C(C)OC(=O)c1ccc(SC)cc1OC (stereo not given)
→ 18, nt, nt
- CC(=O)N1CCN(c2ccccc2NC(=O)COc2ccc(Br)cc2)CC1
→ -57, 0.24, 0.11
- N#C/C(=C(/O)COc1ccc(Br)cc1)c1nnc2n1CCCCC2
→ 0, nt, nt
- COC(=O)c1ccc(Cl)c(NC(=O)CN(c2ccccc2)S(=O)(=O)c2ccc(OC)cc2)c1
→ nt, 0.33, 0.56
- CCOc1ccc(C(=O)NCC(=O)OCC(=O)Nc2ccccc2OC)cc1
→ 16, 0.66, 0.74
- CCOC(=O)c1c(COc2ccccc2)oc2ccc(O)cc12
→ -6, -2.2, -1.8
- COc1ccc(Cc2nc(C(=O)Nc3ccc(F)cc3)cs2)cc1
→ 57, -0.39, -0.12
- Cc1nonc1OCCNCCNc1ccc([N+](=O)[O-])cc1Cl
→ -79, nt, nt
- CCc1cccc(CC)c1N1C(=O)c2cc(N3CCOCC3)c([N+](=O)[O-])cc2C1=O
→ -23, -0.34, 0.03
- COc1ccc(C2C3CCCCC3(O)CCN2C(=O)c2cccs2)cc1 (stereo not given)
→ nt, -0.43, -0.2
- Cc1cc(OCC(=O)Nc2ccncc2)cc(C)c1Br
→ 19, -0.23, -0.01
- COc1ccc(NC(=O)CN2C(=O)c3cccc4cccc2c34)c(OC)c1
→ 14, -0.14, -0.2
- COc1ccc([N+](=O)[O-])cc1NC(=O)C(C)c1ccccc1 (stereo not given)
→ 22, -0.6, -0.94
- CCCCOC(=O)c1ccc(NS(=O)(=O)c2cc(-c3nnnn3CC)ccc2OC)cc1
→ nt, 0.08, -0.18
- CN(C)c1ccc(/C=N/N=C2/SC(CC(=O)O)C(=O)N2c2ccc(O)cc2)cc1 (stereo not given)
→ -42, nt, nt
- Cc1cc(-c2nn(-c3ccccc3F)cc2CN2CCCC(CO)C2)c(C)s1 (stereo not given)
→ 14, nt, nt
- O=C(/C=C/c1ccc[nH]1)c1ccc(F)cc1
→ 35, nt, nt
- COC(=O)c1coc(-c2ccc(OC)cc2)c1C(=O)OC
→ 0, -0.71, -0.32
- CN1CCC(N(C)C(=S)NC(=O)C23CC4CC(CC(C4)C2)C3)CC1
→ nt, 1.9, 2
- c1ccc(Cn2nnc3c(NCCN4CCOCC4)ncnc32)cc1
→ nt, 1.4, 0.4
- C/C(=N\NC(=O)CN1CCN(Cc2ccc(C)cc2)CC1)c1ccncc1
→ nt, 0.87, 0.52
- CCC(=O)Nc1cccc(-n2nnnc2SCC(=O)N(C(C)C)C(C)C)c1
→ -22, nt, nt
- COc1ccc(Nc2nc(N)nc(CSc3nccc(C)n3)n2)cc1
→ -14, -0.27, 0.37
- Cc1nc(S(=O)(=O)c2ccc(Cl)cc2Cl)nc2c1CCC2
→ -37, 0.5, 0.37
- COc1ccc(NS(=O)(=O)c2ccc(NC(=O)CCNS(=O)(=O)c3ccc(C)cc3)cc2)cc1
→ -14, -0.25, -0.7
- O=c1cc(CN2CCN(CCO)CC2)c2cc3c(cc2o1)CCC3
→ 57, 0.6, -0.31
- CCC1=NN2C(=N)/C(=C\c3cccn3-c3ccc(Br)cc3)C(=O)N=C2S1
→ -25, nt, nt
- Clc1ccc(OCCn2ccnc2)c(Cl)c1
→ -100, -0.42, -0.65
- CCc1c(C)c2cc(Cl)c(O)c(CN3CCCCC3)c2oc1=O
→ nt, -0.23, -0.28
- CCOC(=O)c1nc(Nc2cc(C)cc(C)c2)c2ccccc2n1
→ 53, nt, nt
- O=C(/C=C/c1ccc(Cl)c([N+](=O)[O-])c1)NCc1cccnc1
→ 9, nt, nt
- O=C(CCC(=O)c1ccc[nH]1)c1ccc(Cl)cc1
→ -3, 1.1, 0.89
- CCCCOc1ccccc1NC(=O)C=C(C)C
→ -34, 0.24, 0.47
- CN1CCc2nc(SCC(=O)Nc3ccc(OC(F)(F)F)cc3)c(C#N)c(-c3cccs3)c2C1
→ -27, -0.48, -0.15

One compound at a time, as listed above.
Cc1cc(-c2nn(-c3ccccc3F)cc2CN2CCCC(CO)C2)c(C)s1 (stereo not given) is listed with INS promoter inh: 14; sdo1 growth: nt; sdo1 growth Rescue 24 h: nt
CN1CCC(N(C)C(=S)NC(=O)C23CC4CC(CC(C4)C2)C3)CC1 is listed with INS promoter inh: nt; sdo1 growth: 1.9; sdo1 growth Rescue 24 h: 2

The results go on.
Each structure is followed by: INS promoter inh, sdo1 growth, sdo1 growth Rescue 24 h
- Cc1ccccc1OCC(O)Cn1c(NCc2ccccc2)nc2c1c(=O)[nH]c(=O)n2C (stereo not given)
→ -18, -0.5, -0.23
- COC(=O)/C(C#N)=C/c1c(Oc2cc(C)cc(C)c2)nc2c(C)cccn2c1=O
→ -16, -0.99, -0.78
- Cc1cc(C)cc(C(=O)NCC(=O)OCc2c(C)noc2C)c1
→ 0, 0.33, 0.53
- CN(C)C(=O)N1CCN(C(=O)c2ccco2)CC1
→ nt, -0.61, -0.61
- N/C(=N\OC(=O)COc1ccccc1Cl)c1ccccn1
→ -13, 0.12, 0.43
- Cc1ccc(NC(=O)C2c3ccccc3Oc3ccccc32)c(C)c1
→ -47, -0.66, -0.22
- COc1ccc(C2OC(=O)CC2C(=O)NCc2ccc(F)cc2)cc1OC (stereo not given)
→ 40, nt, nt
- NS(=O)(=O)c1cccc(NC(=S)NCc2ccccc2)c1
→ 28, nt, nt
- CCn1cc(CNC(=O)c2cc([N+](=O)[O-])c(C)c([N+](=O)[O-])c2)cn1
→ -17, 0.65, -0.11
- O=C(Nc1ccc(SC(F)F)cc1)c1ccc2nccnc2c1
→ 29, -0.49, -0.58
- C=CCNC(=O)CN1CCC(n2nnc3cc(C(F)(F)F)ccc32)CC1
→ 36, nt, nt
- O=C1c2cccnc2C(=O)N1c1cccc(-c2nc3ccccc3o2)c1
→ 23, 0.36, -0.44
- COCCOC(=O)c1c(C)oc2ccc(O)c(CN3CCC(C)CC3)c12
→ -31, -0.21, -0.13
- CCCCC1CC1C(=O)Nc1ncc2c(n1)CC(C)(C)CC2=O (stereo not given)
→ -45, 0.14, 0.66
- CCOC(=O)c1ccc(NC(=O)CSc2nnc(-c3cccs3)n2CC)cc1
→ -325, -0.36, 0.81
- N=C(N)Sc1nc(N2CCCCC2)nc(N2CCCCC2)n1
→ 48, nt, nt
- CC1(C)CC(=O)C/C(=N\NC(=O)C2CC2c2ccccc2)C1 (stereo not given)
→ 6, nt, nt
- CC(=O)NCC(=O)OC(C(=O)c1ccccc1)c1ccc(Cl)cc1 (stereo not given)
→ -71, -0.16, -0.33
- O=C1OCC2=C1C(c1ccc(Cl)cc1)CC(=O)N2c1ccc(F)cc1 (stereo not given)
→ 8, nt, nt
- COc1ccc(NC(=S)N/C(=N/CS(=O)(=O)c2ccccc2)c2ccccc2)cc1
→ 33, -0.14, -0.34
- CC1(C)CC(=O)c2cc(C(=O)NCc3ccco3)c(=O)n(-c3ccccc3)c2C1
→ -20, -1.2, -1.7
- Cc1cc(C)c(S(=O)(=O)NCC(=O)NCc2ccco2)c(C)c1
→ 0, nt, nt
- CC(C)C(=O)Nc1cc(S(=O)(=O)Nc2ccc(Cl)cc2)ccc1Cl
→ nt, -0.23, -0.04
- Cn1c(=O)c(C(=O)COc2ccc(F)cc2Cl)c(N)n(Cc2ccccc2)c1=O
→ -45, nt, nt
- CCOc1cc(C2C(C(=O)c3ccc(C)o3)=C(O)C(=O)N2CCc2ccccc2)ccc1O (stereo not given)
→ 21, 0.03, -0.55
- CCn1c(SCC(=O)NCc2ccco2)nc2c1c(=O)n(C)c(=O)n2C
→ -9, 0.7, 1.2
- Cc1nc2nc(-c3ccc(Cl)cc3)[nH]n2c(=O)c1Cc1ccccc1
→ 59, -1.7, -0.59
- Nc1nonc1OCCc1ccccc1
→ 26, 0.27, 0.35
- NC(=O)c1ccccc1NS(=O)(=O)Cc1ccc(Cl)cc1
→ -33, 0.61, -0.02
- CCc1c(C)nc2ncnn2c1Nc1ccc(C(C)=O)cc1
→ -450, -0.55, -1.7
- CCCC(=O)C1CCN(Cc2ccccc2)CC1
→ 0, 0.43, -0.2
- CC(C)C(CCN1C(=O)CCC1=O)C1CCOC(C)(C)C1 (stereo not given)
→ 5, 0.43, 0.66
- CCn1c(=O)n(CC)c2cc(S(=O)(=O)N3CCCCC3)c(C)cc21
→ 14, -0.72, -1.6
- Cc1cc(C(=O)NC2CC2)c2ccccc2n1
→ 11, nt, nt
- O=C(N/N=C/c1cn(-c2ccccc2)nc1-c1cc2ccccc2o1)c1ccncc1
→ 0, -1.6, -0.6
- Clc1cccc(NCc2nnc(SCc3ccccc3Cl)o2)c1
→ 38, -1.4, -1.1
- O=C(CSc1nc2ccsc2c(=O)n1Cc1ccc(C(=O)O)cc1)NCc1ccco1
→ 14, 0.4, -0.78
- C=CCN(Cc1nc(-c2cc(OC)ccc2OC)oc1C)C1CCS(=O)(=O)C1 (stereo not given)
→ -33, nt, nt
- O=C(Nc1cc(S(=O)(=O)N2CCCCC2)ccc1O)c1ccccc1NS(=O)(=O)c1ccc(F)c(F)c1
→ nt, 0.59, -0.18
- Cc1ccc(-c2nn3c(C)nnc3s2)cc1NC(=O)COc1ccc(Cl)cc1
→ nt, -0.71, -1.5

Arranged by the number under INS promoter inh (low to high): three from the list above.
Molecule	INS promoter inh
Cc1cc(C(=O)NC2CC2)c2ccccc2n1	11
CCn1c(=O)n(CC)c2cc(S(=O)(=O)N3CCCCC3)c(C)cc21	14
Clc1cccc(NCc2nnc(SCc3ccccc3Cl)o2)c1	38

Additional results follow:
Each structure is followed by: INS promoter inh, sdo1 growth, sdo1 growth Rescue 24 h
- CCOC(=O)C1CCN(C(=O)Cc2c(F)cccc2Cl)CC1
→ 0, -0.32, -0.43
- COc1ccc([N+](=O)[O-])cc1NC(=O)c1ccc(-n2nc(C)cc2C)cc1
→ 13, nt, nt
- C=CCC(CC=C)(NC(=O)c1ccccc1C(=O)O)c1ccccc1
→ -24, 0.07, -0.59
- N#Cc1ccc(COC(=O)c2cc(=O)c3ccccc3o2)cc1
→ 38, nt, nt
- COc1cccc(-c2csc(/C(C#N)=C/Nc3cc4oc5ccccc5c4cc3OC)n2)c1
→ -10, nt, nt
- O=C(C1=NOC(CNc2ncc(C(F)(F)F)cc2Cl)C1)N1CCOCC1 (stereo not given)
→ 50, nt, nt

From PubChem
